# STEP block = blocks human striatal-enriched tyrosine phosphatase; P54829; recombinant STEP, OMFP fluorogenic substrate, fluorescence; inhibition, % at 20 µM; 360,000 compounds, 0.25% hits;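 active means inhibition at 20 µM, scaled per plate between control wells, above about 37%, limit read from the data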;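 further: 0% = DMSO with enzyme and substrate and 100% = substrate only without enzyme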
# Target sequence (P54829 whole entry, looked up): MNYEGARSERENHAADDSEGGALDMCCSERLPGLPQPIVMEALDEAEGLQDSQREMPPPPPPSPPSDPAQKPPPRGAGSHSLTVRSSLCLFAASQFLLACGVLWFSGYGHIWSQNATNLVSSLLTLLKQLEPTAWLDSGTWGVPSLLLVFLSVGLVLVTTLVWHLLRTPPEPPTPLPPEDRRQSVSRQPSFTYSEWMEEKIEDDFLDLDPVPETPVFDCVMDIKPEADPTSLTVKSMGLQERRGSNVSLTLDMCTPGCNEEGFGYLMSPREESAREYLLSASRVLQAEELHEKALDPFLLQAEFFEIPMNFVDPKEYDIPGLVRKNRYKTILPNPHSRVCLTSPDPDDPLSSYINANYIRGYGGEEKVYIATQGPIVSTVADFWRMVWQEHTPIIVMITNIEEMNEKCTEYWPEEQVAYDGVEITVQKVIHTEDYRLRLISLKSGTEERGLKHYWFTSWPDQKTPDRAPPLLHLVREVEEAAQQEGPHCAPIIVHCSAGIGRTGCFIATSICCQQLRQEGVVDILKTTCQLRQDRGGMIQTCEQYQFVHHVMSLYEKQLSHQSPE
#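 System: STEP (striatal-enriched tyrosine phosphatase) enzyme, cell-free; medium: Bis-Tris pH 6.0 buffer with DTT, detergent; dosing: 20 µM, 1% DMSO; times: reaction 20 min, ambient temperature; detection: fluorescence, 480/540 nm; read-out basis: normalized % inhibition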
# NadD inh = NadD (S. aureus) enzyme inhibition. inhibition, % at 20 µM. purified NadD enzyme, colorimetric absorbance read-out. AID 602399. 360,000 compounds, 0.78% hits; in the data active means inhibition above about 26%; further: some compounds past the cut are filed as inactive
# Rpn11 block = blocks the human proteasome subunit Rpn11. human 26S proteasome, Ub4-pepOG fluorescence polarization; 20S core pre-blocked with epoxomicin. 360,000 compounds, 0.59% hits. O00487. AID 588493. calls only at 20 µM;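 active means inhibition at 20 µM, scaled to each plate's controls, above about 33%, limit read from the data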
# Target sequence (O00487 whole entry, looked up): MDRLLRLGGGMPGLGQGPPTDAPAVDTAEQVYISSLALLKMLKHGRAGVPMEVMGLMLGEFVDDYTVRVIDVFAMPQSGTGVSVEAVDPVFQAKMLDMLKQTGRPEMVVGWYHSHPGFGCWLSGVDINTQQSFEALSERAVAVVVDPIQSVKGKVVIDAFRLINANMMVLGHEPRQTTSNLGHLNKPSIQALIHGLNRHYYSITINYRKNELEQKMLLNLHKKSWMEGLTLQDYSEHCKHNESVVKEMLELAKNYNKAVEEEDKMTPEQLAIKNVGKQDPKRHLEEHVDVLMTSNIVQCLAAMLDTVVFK
# DNMT1 block = blocks human DNA methyltransferase DNMT1; P26358; DNMT1 molecular beacon, Hinp1I cleavage, fluorescence; inhibition (reported as % activation of signal), % at 10 µM; 360,000 compounds, 0.83% hits; in the data active means inhibition above about 50%
# CSN deneddyl inh = CSN deneddylation inhibition; inhibition, % at 12.5 µM; Purified CSN, SCF-Nedd8-OG deneddylation, fluorescence polarization; Q92905; 360,000 compounds, 0.38% hits;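 active means pattern-corrected inhibition above about 35%, with an unprinted fluorescence ratio check between 0.5 and 1.5, limit read from the data, passing the limit was not always enough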;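 further: 0% = enzyme with substrate and 100% = substrate without enzyme; some results filed as inactive read as strong as hits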
#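 Material: human Csn5 produced in HEK293T cells; Input: enzyme 0.24 nM; Reagent: SCFSkp2-Nedd8OG substrate at 10 nM final; Dosing: 12.5 µM compound; Incubation: 90 min reaction at room temperature; Detection: fluorescence polarization of the substrate; Evaluation: % inhibition of substrate cleavage by Csn5; Control set: substrate-only high control, full reaction low control.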
# Neddyl block = cullin neddylation inhibition; TR-FRET cullin neddylation, biochemical; 360,000 compounds, 0.58% hits; calls only at 25 µM; in the data active means inhibition above about 36%
# LMPTP block = LMPTP (human) inhibition; 360,000 compounds, 0.22% hits; inhibition, % at 20 µM; P24666; recombinant LMPTP-A, OMFP fluorogenic substrate, fluorescence intensity;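 active means compounds that cut the enzyme signal by at least half of the control window in the single-dose screen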;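 further: plate controls were DMSO wells with enzyme plus substrate for no effect and substrate without enzyme for full effect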
#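 Buffer or medium: Bis-Tris pH 6.0, DTT, detergent; Assay system: LMPTP-A enzyme; Quantity: 0.625 nM enzyme; Detection: endpoint fluorescence intensity; Times: 50 min dark incubation at room temperature; Controls: substrate-only low control, DMSO enzyme-plus-substrate high control; Doses: single 20 µM dose; Read-out: percent inhibition versus substrate-only and uninhibited controls; Reagent: 400 µM OMFP.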
# SUMO1-SIM PPI = SUMO1-SIM interaction modulation | P63165 | SUMO1 binding to a labelled peptide, TR-FRET, 1 h | inhibition, % at 20 µM | 360,000 compounds, 0.33% hits; in the data active means inhibition above about 37%
# Target sequence (P63165 whole entry, looked up): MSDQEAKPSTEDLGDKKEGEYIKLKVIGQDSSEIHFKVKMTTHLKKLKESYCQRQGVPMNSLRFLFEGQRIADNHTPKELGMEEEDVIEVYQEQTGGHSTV
# Rin1 Abl inh = human Rin1-Abl interaction inhibition. 360,000 compounds, 0.4% hits. P00519+Q13671. TR-FRET Rin1/Abl binding, biochemical. AID 588664. inhibition, % at 7.35 µM; in the data active means inhibition above about 5%, passing the limit was not always enough
# Scp1 inh = inhibitors of human Scp-1 phosphatase | Q9GZU7 | Recombinant Scp1, phosphopeptide, malachite green phosphate absorbance | AID 493091 | 340,000 compounds, 0.88% hits | inhibition, % at 20 µM;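 active means inhibition above about 50% at 20 µM, limit read from the data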;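 further: plate controls were DMSO wells with enzyme for no effect and wells lacking enzyme for full effect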
#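 Test system – truncated SCP-1 phosphatase (76-261aa) · Reagent – Phosphorylated 17-residue peptide substrate · Incubation – 45 min room-temperature reaction, 5 min colour, 30 min stabiliser · Detection – colorimetric phosphate reagent with accelerator and stabiliser, absorbance at 630 nm · Measure – % inhibition at 20 µM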
# * hit, by the source's call; i = inactive; . = no result given; + = active, no number. Compounds were not picked by outcome; any-hit rate near 3.8%.
canonical_smiles	STEP block	NadD inh	Rpn11 block	DNMT1 block	CSN deneddyl inh	Neddyl block	LMPTP block	SUMO1-SIM PPI	Rin1 Abl inh	Scp1 inh
COc1cccc(NC(=S)N(CCN(C)C)C(C)c2cccnc2)c1 (stereo not given)	0	-8	i	3	-4	i	-3.2	3	1	-7
COc1ccc(S(=O)(=O)N2c3ccc(F)cc3CCC2C)cc1 (stereo not given)	-1	-13	i	4	0	i	2.0	3	-1	-30
O=C(COC(=O)c1ccc(Br)cc1)NCc1ccccc1	-1	-2	i	0	-7	i	-0.2	1	2	-4
COc1ccc(NC(=O)COc2coc(CN3CCCc4ccccc43)cc2=O)cc1	-2	10	i	24	3	i	0.1	6	4	7
Cc1cc(C)nc(NC(=O)CSc2nn(-c3ccccc3)c(=S)s2)n1	8	3	i	-40	28	i	-0.4	4	2	44
CC(=O)NC(c1ccccc1)c1nc(-c2ccc3ccccc3c2)cs1 (stereo not given)	0	-9	i	-1	-3	i	3.4	-15	-6	.
CSc1nsc(SCC(=O)Nc2ccc(C(N)=O)cc2)n1	-4	-12	i	1	6	i	-1.4	6	2	12
CCOc1ccc2c(c1)C(N(CCN1CCOCC1)C(=S)Nc1ccccc1OC)CC(C)(C)O2 (stereo not given)	4	-3	i	0	4	i	1.8	5	-2	-2
Cc1ccc(SCC2(O)CCN(C(=O)c3ccc(Cl)cc3)CC2)cc1	0	-9	i	-7	-5	i	-0.6	-1	0	-10
CC(/C=N/NC(=O)Cc1cc(=O)[nH][nH]1)=C\c1ccccc1	-1	-2	i	-8	8	i	-1.2	17	-1	6
CCS(=O)(=O)N1CCN(CC2CC3C=CC2C3)CC1 (stereo not given)	0	-2	i	1	7	i	-1.5	1	6	2
CSCCC(=O)N1CCC(n2nccc2NC(=O)c2ccc3c(c2)OCO3)CC1	2	3	i	0	2	i	-0.6	-6	-2	2
O=C(Nc1ccc([N+](=O)[O-])cc1)C1(c2ccccc2)CCOCC1	-1	-3	i	6	-11	i	-1.2	-7	-1	-12
OC(CCCN1CCC(O)(c2ccc(Cl)cc2)CC1)c1ccc(F)cc1 (stereo not given)	2	-4	i	1	-2	i	-2.4	1	1	-14
S=C(NCC1CCCO1)N1CCN(c2cccc(Cl)c2)CC1 (stereo not given)	-1	-4	i	11	0	i	0.9	2	0	-1
Cc1cccc(-c2c3c(=O)n(C)c(=O)n(C)c3c3cccnn23)c1	1	5	i	-3	-1	i	0.6	-15	-5	-2
CCOc1ccc(CCNC(=O)COC(=O)c2[nH]c(C)c(C(C)=O)c2C)cc1OCC	-1	-3	i	4	2	i	-1.4	1	2	.
COc1ccc(C(=O)OC(C)C(=O)NC2CCCc3ccccc32)cc1OC (stereo not given)	-2	-4	i	3	0	i	0.9	4	2	-5
Cc1cccc(C(=O)OCC(=O)N(CC(C)C)c2c(N)n(Cc3ccccc3)c(=O)[nH]c2=O)c1C	-1	-2	i	5	3	i	-1.8	2	2	4
COc1ccc(-n2nc([N+](=O)[O-])c(=NCc3ccc4c(c3)OCO4)n2O)cc1	1	-6	i	-1	0	i	1.3	-21	-1	-8
CCOc1ccc(C2C(C(=O)c3cccs3)=C(O)C(=O)N2Cc2cccnc2)cc1OC (stereo not given)	2	0	i	-3	-3	i	-0.8	-9	-2	0
Cc1cccc(Nc2nc(-c3ccncc3)cs2)c1	-4	-2	i	1	2	i	2.1	-16	-1	-3
CC(=O)c1c(C)[nH]c(C(=O)OCc2nc3ccsc3c(=O)[nH]2)c1C	1	-3	i	1	-3	i	1.3	13	-3	-4
O=C(NCc1cccnc1)c1ccc2c(c1)OCO2	1	-1	i	-3	0	i	-0.9	0	-2	-8
NS(=O)(=O)c1ccc(N/N=C/c2ccncc2)cc1	0	3	i	2	1	i	2.2	-26	-2	-5
S=c1[nH]ccn1-c1ccc(Cl)cc1	-1	-1	i	0	-5	i	-0.9	4	-1	-7
O=C(Nc1cc(Cl)ccn1)C1(c2ccccc2)CC1(Cl)Cl (stereo not given)	1	4	i	10	0	i	2.3	1	5	-7
O=C(O)c1ccc(NC(=S)NC(NC(=O)c2ccco2)C(Cl)(Cl)Cl)cc1 (stereo not given)	-3	-2	i	-2	-2	i	-1.3	9	-2	-10
O=C(NCCc1ccccc1)C1=COCCO1	-1	-2	i	1	2	i	0.0	-4	-4	-3
Cc1ccc(SCC(=O)Nc2ccc(N3CCN(C)CC3)c(F)c2)cc1	5	-5	i	-6	0	i	0.8	-2	0	-7
CN(Cc1cn[nH]c1-c1ccc2c(c1)OCO2)C1CCOCC1	5	-1	i	0	-7	i	2.2	-2	-3	-3
CCc1noc(C)c1C(=O)OC(C)C(=O)Nc1ccc(Cl)cn1 (stereo not given)	0	5	i	0	-3	i	-0.3	-1	3	-8
O=C(COc1cccc(C(F)(F)F)c1)Nc1ccccc1N1CCCCC1	1	8	i	0	1	i	2.2	-1	0	-6
CCOc1ccc(CCN2C(=S)N([C@@H](CC(C)C)CN3CCC[C@@H]3CN3C(=S)NC[C@@H]3CC(C)C)C[C@@H]2Cc2ccc(O)cc2)cc1	40	20	i	-7	3	i	20	14	1	.
COc1ccc(NC(=O)c2ccc(-c3ccccc3C(F)(F)F)o2)cc1	2	-2	i	10	-1	i	4.8	-3	5	2
COc1ccc(CNC(=O)CN(C(=O)c2csnn2)c2cccc3c2CCCC3)cc1	0	2	i	2	5	i	-0.7	0	1	-10
CC(C)CNC(=O)C1CCN(CC2CCCCC2)CC1	-2	4	i	0	-2	i	-1.8	1	-5	-8
O=C(CNC(=O)c1cccs1)NCC(=O)OCC(=O)c1ccc([N+](=O)[O-])cc1	-1	4	i	-3	0	i	0.6	-23	-5	-1
Cc1nn(-c2ccccc2)c(C)c1NC(=O)COC(=O)c1ccc(NC(=O)CC#N)cc1	-2	6	i	-6	-1	i	0.2	2	5	-5
CN(C)CCCNC(CC(=O)Nc1cccc([N+](=O)[O-])c1)C(=O)O (stereo not given)	-3	-2	i	-7	2	i	-6.9	-8	-1	14
O=C(CSc1nnc(-c2ccccc2)o1)NC(=O)Cc1ccccc1	3	-10	i	0	-1	i	-2.0	4	1	5
COC(=O)CNC(c1ccccc1)c1cc(C)ccc1NC(=O)CNC(=O)OCc1ccccc1 (stereo not given)	4	-3	i	-1	2	i	0.7	1	2	3
O=c1[nH]c(=O)c2[nH]c(=S)n(-c3ccccc3)c2[nH]1	-1	-5	i	1	1	i	-2.3	-1	5	-10
CC(C)n1cnc2c(N(C)c3cccc(Cl)c3)nc(N(CCO)CCO)nc21	0	-1	i	3	-5	i	0.7	7	2	-3
COc1cc2c(cc1NC(=O)/C=C/c1ccccc1)oc1ccccc12	4	0	i	-10	-3	i	6.6	0	1	-5
CCc1cc2c(NC(C(=O)O)C(C)C)ncnc2s1 (stereo not given)	2	-3	i	3	-1	i	-2.2	1	2	0
O=C(NC(c1ccc(-c2ccccc2)cc1)c1cnccn1)C1CCN(CCCOc2ccccc2)CC1 (stereo not given)	-1	-1	i	-20	3	i	1.5	-3	0	.
CC(C)(C)c1ccc(OCC(=O)N2CCN(c3ccccn3)CC2)cc1	1	-3	i	4	-5	i	2.6	-1	5	5
COc1ccc(OC)c(NC(=O)C(=O)NCCC2=CCCCC2)c1	1	-7	i	1	-8	i	1.8	2	-1	-7
CCOC(=O)c1cnc2c(cnn2C)c1NCCCn1ccnc1	-2	-2	i	1	-1	i	1.2	0	6	-1
O=C(N/N=C/c1ccc(-c2cccc(C(F)(F)F)c2)o1)c1ccccc1O	4	26	i	42	-5	+	-2.8	0	-1	18
N#CCCn1cc(/C=N/NC(=O)c2ccncc2)c(-c2ccc(F)cc2)n1	-2	1	i	-2	8	i	-2.0	3	0	-8
CCCCn1c(N)c(N(CC(C)C)C(=O)CC2CCCCC2)c(=O)[nH]c1=O	1	-3	i	4	-6	i	-0.4	2	-1	3
O=[N+]([O-])c1ccccc1S(=O)(=O)N1CCN(CC2CC3C=CC2C3)CC1 (stereo not given)	1	-1	i	-1	-1	i	0.8	-7	-1	-1
CC(Sc1nnnn1-c1ccccc1)C(=O)Nc1ccccc1-c1ccccc1 (stereo not given)	2	-6	i	-2	-4	i	1.2	1	1	-10
CCC(=NNC(=O)c1cccc(S(=O)(=O)N2CCOCC2)c1)c1ccccc1	-3	6	i	0	2	i	0.4	3	1	-5
CCN(CC)CCCCN1c2ccccc2Sc2ccccc21	0	3	i	-1	2	i	0.0	-4	-1	-2
Clc1nc2ccccc2cc1-c1nnn(-c2ccccc2Br)n1	0	-2	i	-7	0	i	1.7	2	1	20
COc1cccc(-c2nc(CS(=O)(=O)CC(=O)Nc3ccccc3Br)c(C)o2)c1	-2	-3	i	-3	0	i	0.8	-2	-1	-3
CN(C)c1nc(=S)nc(NCc2ccccc2)[nH]1	2	2	i	2	3	i	-1.7	3	-2	-8

# Next part; the last 5 above are carried over.
canonical_smiles	STEP block	NadD inh	Rpn11 block	DNMT1 block	CSN deneddyl inh	Neddyl block	LMPTP block	SUMO1-SIM PPI	Rin1 Abl inh	Scp1 inh
CCC(=NNC(=O)c1cccc(S(=O)(=O)N2CCOCC2)c1)c1ccccc1	-3	6	i	0	2	i	0.4	3	1	-5
CCN(CC)CCCCN1c2ccccc2Sc2ccccc21	0	3	i	-1	2	i	0.0	-4	-1	-2
Clc1nc2ccccc2cc1-c1nnn(-c2ccccc2Br)n1	0	-2	i	-7	0	i	1.7	2	1	20
COc1cccc(-c2nc(CS(=O)(=O)CC(=O)Nc3ccccc3Br)c(C)o2)c1	-2	-3	i	-3	0	i	0.8	-2	-1	-3
CN(C)c1nc(=S)nc(NCc2ccccc2)[nH]1	2	2	i	2	3	i	-1.7	3	-2	-8
CC(C)N1CCN(CC#Cc2ccccc2)CC1CCO (stereo not given)	2	0	i	8	-2	i	1.4	-3	8	-1
Cn1nc(C(=O)NCCc2ccc(Cl)cc2)c2c1-c1ccccc1S(=O)(=O)C2	0	0	i	-2	-3	i	1.8	-2	-2	-2
Cc1cccc(C)c1NC(=S)N(CCN1CCCCCC1)Cc1ccco1	22	-7	i	-2	8	i	-1.1	-5	1	-4
COc1ccc(/C=C/C(=O)OCC(=O)N2CCCCCC2)c(OC)c1	3	-6	i	-1	2	i	-0.2	-18	2	6

# Source: PubChem BioAssay (several laboratories)
